Screens deposited in PubChem by Broad Institute.
SR-BI DiI-HDL act: enhances SR-BI lipid uptake from DiI-HDL. CHO ldlA[mSR-BI] cells, DiI-HDL uptake fluorescence, 3 h; 100 = double the neutral-control signal. activation, % at 12.5 µM. hit rate 0.096% among 320,000;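 active means mean replicate activation of at least 60% and every replicate at or above 60%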;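 further: 0% = median plate neutral-control signal and 100% = twice that signal; values of inactives mirror those of a sister screen read the other way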
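System: LDL receptor-deficient CHO ldlA cells overexpressing murine SR-BI | Timing: 3 h uptake period with compound, 37 °C | Medium: HEPES-buffered (25 mM, pH 7.4) F12 plus 0.5% BSA | Dosing: Single-point compound dose | Signal: Bottom-read fluorescence, 550/595 nm | Read-out: Retained DiI signal reflecting DiI-HDL uptake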
SR-BI HDL uptake: inhibitors of mouse SR-BI mediated HDL lipid uptake; Q61009; ldlA[mSR-BI] CHO cells, DiI-HDL uptake fluorescence, 3 h; inhibition, % at 12.5 µM; hit rate 0.96% among 320,000; AID 488896;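 active means mean replicate inhibition of at least 70% and a set share of replicates each scoring 70 or more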;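 further: 0% = median of neutral control wells and 100% = median of positive control wells; values of inactives mirror those of a sister screen read the other way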
PvdQ inh: P. aeruginosa PvdQ acylase inhibition | purified PvdQ acylase, fluorescence plate reader | inhibition, % at 10 µM | hit rate 0.063% among 340,000; in the data active means inhibition above about 30%, passing the limit was not always enough;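 further: 0% = vehicle neutral wells and 100% = reference inhibitor wells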
CAL PDZ FP-1: inhibitors of human CAL PDZ peptide binding; Q9HD26; purified CAL PDZ, TMR-peptide fluorescence polarization, 1 h; inhibition, % at 24.9 µM; hit rate 0.92% among 300,000; AID 602252;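 active means mean inhibition of at least 30% with at least half of replicates also reaching 30%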;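 further: 0% = DMSO neutral control and 100% = excess unlabeled competitor peptide PRC23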
dFosB act: activators of mouse delta FosB homodimer; purified delta FosB, TAMRA-CDK5 oligo fluorescence polarization; percent of positive-control signal above neutral wells; P13346; activation, % at 25 µM; hit rate 0.99% among 340,000;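 active means mean activation above about 17%, with every replicate also reaching it, limit read from the data, passing the limit was not always enough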;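 further: fluorescence polarization rise as delta FosB binds a TAMRA Cdk5 AP-1 oligo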
Target sequence (P13346 whole entry, looked up): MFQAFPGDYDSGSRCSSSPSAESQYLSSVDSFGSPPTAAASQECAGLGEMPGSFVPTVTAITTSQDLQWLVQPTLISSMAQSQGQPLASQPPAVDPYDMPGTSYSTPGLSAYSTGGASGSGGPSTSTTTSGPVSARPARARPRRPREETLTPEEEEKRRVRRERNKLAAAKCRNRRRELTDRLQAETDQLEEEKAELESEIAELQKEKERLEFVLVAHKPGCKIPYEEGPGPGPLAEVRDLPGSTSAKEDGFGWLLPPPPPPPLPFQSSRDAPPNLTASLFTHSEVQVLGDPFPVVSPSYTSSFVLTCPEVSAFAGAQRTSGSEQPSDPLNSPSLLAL
CAL PDZ FP-2: blocks peptide binding to human CAL PDZ domain; purified CAL PDZ, TMR-peptide fluorescence polarization, 1 h; inhibition, % at 20 µM; Q9HD26; hit rate 0.02% among 330,000; AID 504414;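 active means highest replicate inhibition of at least 40%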;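 further: plate controls were DMSO neutral control wells for no effect and unlabeled competitor peptide control wells for full effect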
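Test system: tagged CAL PDZ domain / Buffer or medium: sodium phosphate/NaCl buffer pH 7.4 with TCEP, IgG, Thesit / Reagent: TMR-labelled reporter peptide T*-PRC34 bound in PDZ groove / Compound dosing: single point, 20 µM / Schedule: 1 h incubation at room temperature before polarization reading / Technique: fluorescence polarization (mP) / Benchmarks: unlabelled peptide, DMSO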
PfHsp90 yeast 2: reduces growth (ATP signal) of yeast expressing P. falciparum Hsp90; S. cerevisiae expressing PfHsp90, BacTiter-Glo ATP, 48 h; yeast lacking PDR1 and PDR3 efflux regulators; inhibition, % at 9.4 µM; AID 504621; hit rate 0.32% among 310,000;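 active means every replicate shows inhibition above about 80%, whatever the replicate mean, limit read from the data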;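 further: 0% = DMSO neutral controls and 100% = 20 µM radicicol positive controls; yeast relying on Plasmodium falciparum Hsp90 in place of its own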
NSD2 HMT inh: NSD2 (human) methyltransferase inhibition | hit rate 0.54% among 310,000 | O96028 | NSD2 peptide methylation, AlphaScreen, 120 min | inhibition, % at 12.5 µM; in the data active means inhibition above about 50%
MITF TRPM1 HTS: MITF TRPM1 promoter activation in melanoma cells. SK-MEL-5 TRPM1-promoter luciferase, 24 h; % of positive control, neutral wells = 0. activation, % at 12.5 µM. hit rate 0.75% among 300,000;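 active means mean activation of at least 80% with every replicate also reaching 80%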;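 further: 0% = neutral control wells and 100% = parthenolide positive control wells; values of inactives mirror those of a sister screen read the other way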
Rtt109 HAT inh: C. albicans Rtt109 histone acetyltransferase inhibition | Q5AAJ8 | purified Rtt109/Vps75, ThioGlo CoA-SH fluorescence, 4 h | inhibition, % at 34.9 µM | hit rate 0.16% among 330,000;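 active means inhibition of at least 50% in every replicate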
Target sequence (Q5AAJ8 whole entry, looked up): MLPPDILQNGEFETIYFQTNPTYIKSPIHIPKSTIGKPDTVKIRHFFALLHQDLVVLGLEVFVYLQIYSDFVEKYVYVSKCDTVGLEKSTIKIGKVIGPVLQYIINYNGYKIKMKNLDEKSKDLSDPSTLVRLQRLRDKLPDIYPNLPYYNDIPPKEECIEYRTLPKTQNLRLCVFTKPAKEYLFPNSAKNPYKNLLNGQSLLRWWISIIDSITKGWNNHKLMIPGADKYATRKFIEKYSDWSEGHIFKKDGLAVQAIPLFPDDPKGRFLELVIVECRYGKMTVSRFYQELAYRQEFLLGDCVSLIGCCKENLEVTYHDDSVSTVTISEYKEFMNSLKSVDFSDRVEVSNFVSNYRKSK
* = called active by the depositor; · = not tested or not shown.

SMILES	SR-BI DiI-HDL act	SR-BI HDL uptake	PvdQ inh	CAL PDZ FP-1	dFosB act	CAL PDZ FP-2	PfHsp90 yeast 2	NSD2 HMT inh	MITF TRPM1 HTS	Rtt109 HAT inh
Cc1ccc(S(=O)(=O)Nc2ccc3c(c2)n(C)c(=O)n3C)cc1	-24	24	-12	-5	-2	1.1	-6	0	-6	-5
CCOc1ccc(NC(=O)Nc2ccccc2SC)cc1	-16	16	-10	-4	-3	-0.5	36	-1	60	-8
Cc1cc(C)cc(NC(=O)CSc2nnc(CN3CCOCC3)n2C)c1	·	-14	13	-4	1	-2.1	11	-3	6	-7
COc1cc(OC)cc(C(=O)N[C@H](C(=O)OCC(=O)N2CCc3ccccc32)C(C)C)c1	-13	13	-18	·	-9	-0.8	35	0	-16	4
Cc1ccc(Cc2nnc(SCC(=O)Nc3ccccc3Cl)[nH]c2=O)cc1	17	-17	-10	2	-9	-0.4	2	1	2	-1
CCn1c(=O)n(CC)c2cc(N3CCCC3)c(NC(=O)c3ccccc3)cc21	9	-9	-5	-5	-15	0.0	4	8	0	-9
Cc1ccc(N2C(=O)CSC2=S)cc1C	-48	48	-11	-5	-5	-0.2	-25	8	-15	·
CCN1C(=O)[C@H]2[C@@H](c3ccc(C)cc3)N3C(=O)N(c4cccc(Br)c4)C(=O)[C@@]3(CC)[C@H]2C1=O	1	-1	-15	-4	-7	-0.4	-2	·	-9	2
CCOC(=O)C1CCCN(CCC(=O)Nc2ccc(Br)cc2)C1 (configuration not stated)	-8	8	-14	1	-7	-1.0	1	-6	-2	-10
O=C(OCCOCCN=C1NS(=O)(=O)c2ccccc21)c1ccccc1	·	·	-11	5	-1	-1.5	15	5	0	-3

Overlap with the part before: two entries, then new ones.
SMILES	SR-BI DiI-HDL act	SR-BI HDL uptake	PvdQ inh	CAL PDZ FP-1	dFosB act	CAL PDZ FP-2	PfHsp90 yeast 2	NSD2 HMT inh	MITF TRPM1 HTS	Rtt109 HAT inh
CCOC(=O)C1CCCN(CCC(=O)Nc2ccc(Br)cc2)C1 (configuration not stated)	-8	8	-14	1	-7	-1.0	1	-6	-2	-10
O=C(OCCOCCN=C1NS(=O)(=O)c2ccccc21)c1ccccc1	·	·	-11	5	-1	-1.5	15	5	0	-3
CC(C)c1nnc(SCC(=O)Nc2ccc3c(c2)OCCO3)n1C	15	-15	-13	-1	-3	-3.4	-26	-5	5	-1
CCOC(=O)C(CCSC)Nc1nc(Cl)nc(Nc2ccc(Cl)cc2)n1 (configuration not stated)	-35	35	-7	-2	2	-1.8	·	·	0	0
CCN(CC(=O)Nc1cc(Cl)ccc1C)C(=O)COc1ccccc1F	-6	6	-4	-2	-14	-2.9	-21	-2	3	6
COc1cccc(C(=O)NNC(=O)Cc2ccc([N+](=O)[O-])cc2)c1	19	-19	1	1	-8	0.1	19	0	-2	6
O=S(=O)(c1ccccc1)c1nc(NCc2cccnc2)sc1Cl	4	-4	-10	-4	-9	-0.3	-4	0	0	-2
Cn1c(=O)oc2cc(S(=O)(=O)N3CCCC(C(=O)NCc4ccc5c(c4)OCO5)C3)ccc21 (configuration not stated)	8	-8	-14	-2	46*	0.9	-17	·	3	-4
COc1ccc(N/C(N)=N/c2nc(C)c(Cc3ccccc3)c(=O)[nH]2)cc1	-1	1	9	-16	-2	-0.6	0	1	·	4
O=C(CSc1nnc(NC(=O)CN2CCOCC2)s1)Nc1ccccc1	-5	5	9	·	0	-0.3	18	-1	·	-1
O=S(=O)(Nc1cccnc1)c1ccc(F)cc1	10	-10	-15	·	5	-2.8	-18	1	·	-5
Cc1ccc(-n2nc(C(=O)c3ccccc3)n3c(=O)cc(-c4ccccc4)nc23)cc1	11	-11	-14	-1	3	-0.1	-16	-6	4	-5
Cc1cccc2cc3c(N)c(C#N)sc3nc12	-19	19	-10	-16	-4	0.1	·	-5	·	1
Cc1ccc(S(=O)(=O)N(C)C)cc1NC(=O)C1CCCCN1S(=O)(=O)c1ccccc1 (configuration not stated)	-3	3	4	5	-14	0.4	11	-3	-8	8
O=C(NCC1CCCO1)C1CCN(C2CCN(C(=O)CC3CCCC3)CC2)CC1 (configuration not stated)	19	-19	0	-2	0	0.8	1	-3	1	2
COc1ccc(-c2cc(C(F)(F)F)nc(N3CCCCC3)n2)cc1OC	-37	37	7	-2	7	0.0	-6	2	-1	-5
COc1ccccc1N1CCN(Cc2nc3ccccc3[nH]2)CC1	-2	2	-20	2	-5	-1.8	2	-3	-2	1
COc1cc(C(=S)NC2CCCCC2)ccc1O	-10	10	-9	-4	-4	-0.3	18	7	-7	3
Cc1nonc1OCCNCCNc1ccccc1[N+](=O)[O-]	17	-17	-10	-1	2	-1.9	-27	1	-3	-5
CC(=O)Nc1ccc(NC(=O)CCC(=O)OCC(=O)c2cccc([N+](=O)[O-])c2)cc1	18	-18	3	1	4	-2.0	-16	0	16	1
O=C(COc1ccccc1F)NC1CC1	21	-21	-19	0	-5	-2.6	-6	-4	-4	1
CCS(=O)(=O)N1CCC(C(=O)Oc2ccccc2Br)CC1	-4	4	-3	·	-10	0.3	2	-13	5	1
CCCn1c(SCC(=O)NCc2ccccc2Cl)n[nH]c1=O	9	-9	-7	·	4	-1.0	25	·	-11	-15
CCN(CC(=O)NCc1cccs1)C(=O)c1ccc(S(=O)(=O)Nc2ccccc2C)cc1	8	-8	5	-6	-13	1.9	7	-1	-14	0
CC(C)(C)C(=O)/C(=C/c1ccc(Cl)cc1)n1cncn1	-1	1	-14	-1	-2	0.4	-22	1	-93	0
COCCCNc1nc2c(c(=O)n(Cc3ccc(Cl)cc3)c(=O)n2C)n1C	-18	18	1	-3	-5	-0.9	-22	2	·	-1
COc1ccc(CCNC(=O)[C@@H]2C[C@H]2c2ccccc2)cc1OC	5	-5	-2	-3	-6	-3.3	3	-1	9	0
O=C(NC1CCCCC1)C1CCN(c2nnnn2-c2ccccc2)CC1	-12	12	-11	-8	-2	-0.4	-17	·	·	-7
CC(C)(c1ccc(O)c([N+](=O)[O-])c1)c1ccc(O)c([N+](=O)[O-])c1	23	-23	-6	0	-8	-2.6	-30	7	8	-1
O=C(Nc1ccccc1Sc1ccccc1)C1CCCO1 (configuration not stated)	6	-6	0	0	-8	-3.3	21	·	-7	11
COc1ccccc1C1CC(=O)Oc2ccc(C(C)(C)C)cc21 (configuration not stated)	-9	9	-11	9	-12	-0.2	-19	·	0	1
COc1cccc(-c2nc(CS(=O)CC(=O)O)c(C)o2)c1 (configuration not stated)	·	·	0	·	2	-0.4	-1	·	3	-7
O=C(Cn1c(C(=O)O)cc2ccccc21)c1ccccc1	22	-22	-22	-3	1	-0.4	-7	1	·	-3
CCCCOc1ccccc1N	-15	15	-13	-3	-2	-1.7	-2	-4	·	-6
O=C(NCCc1ccc(F)cc1)C(=O)NCC1CCCN1S(=O)(=O)c1ccccc1 (configuration not stated)	-4	4	0	6	-7	-1.3	·	-2	-18	-3
NS(=O)(=O)c1cccc(NC(=O)Cn2nc(C(=O)O)c3ccccc3c2=O)c1	·	·	11	4	-8	0.4	23	1	-5	6
CC1CCC2(CC1)NC(=O)N(CC(=O)Nc1ccc(F)cc1)C2=O (configuration not stated)	0	0	2	·	-9	-1.5	35	-2	8	1
CCc1nn2c(=O)cc(CSCC(=O)Nc3ccccc3F)nc2s1	-6	6	-9	-4	-6	0.4	-35	-1	7	1
CC1(C)Cc2c(c(-c3ccccc3)nc3[nH][nH]c(=O)c23)CO1	20	-20	6	-1	7	·	24	0	3	-7
O=C(Cc1ccc(-n2c(=O)[nH]c3ccsc3c2=O)cc1)N1CCN(c2ccc(Cl)cc2)CC1	3	-3	-16	1	2	0.1	3	1	19	2
COc1ccc(S(=O)(=O)Cc2ccc(C(=O)NCc3ccccc3OC)o2)cc1	17	-17	7	-4	-3	-2.6	0	-3	-16	-1
Cc1nc(C)c(C(=O)N2CCCC(C(=O)c3cc(F)ccc3F)C2)s1 (configuration not stated)	36	-36	-7	-1	3	-3.1	1	-2	6	-1
O/N=C1\CCCCc2ccccc21	21	-21	2	-3	1	-1.5	-6	-1	6	-3
COc1ccc(NCc2ccc([N+](=O)[O-])s2)c(OC)c1	-18	18	-2	1	1	-1.8	-1	17	24	4
COc1ccc2[nH]c(C(=O)NCCCn3ccnc3)cc2c1	27	-27	-4	-5	2	0.0	-3	1	-6	-2
Cc1cccc(C)c1NC(=S)NC(C)CCc1ccccc1 (configuration not stated)	-13	13	7	·	-7	-0.6	-4	1	-3	22
NC(=O)c1nsc(C(=O)N(Cc2cccnc2)C(C(=O)NC2CCCCC2)c2ccc(F)cc2)c1N (configuration not stated)	-7	7	-7	3	-4	0.0	15	1	17	-6
COCC(=O)N(C)C1(c2nnnn2CCOC(=O)Nc2ccc(Cl)cc2)CCCCC1	15	-15	-1	-22	-2	-1.1	4	2	3	2
COc1ccc(C2=NOC(c3nnc(-c4ccccc4)o3)C2)cc1 (configuration not stated)	-2	2	4	1	2	-0.4	·	·	2	-5
CN(CC(=O)Nc1ccc(F)cc1)C(=O)C1Cc2ccccc2CN1S(C)(=O)=O (configuration not stated)	7	-7	-11	-8	-6	-2.1	·	-1	-6	1
Cc1cccc2cc(C(c3nnnn3C(C)(C)C)N3CCN(C(=O)c4ccco4)CC3)c(=O)[nH]c12 (configuration not stated)	8	-8	-10	-3	-9	0.2	34	2	0	-12
Cc1cc2ncn(S(=O)(=O)c3ccc(S(=O)(=O)N4CCOCC4)cc3)c2cc1C	-3	3	9	-2	-1	0.4	4	-1	·	9
Next section:
SMILES	SR-BI DiI-HDL act	SR-BI HDL uptake	PvdQ inh	CAL PDZ FP-1	dFosB act	CAL PDZ FP-2	PfHsp90 yeast 2	NSD2 HMT inh	MITF TRPM1 HTS	Rtt109 HAT inh
CCOC(=O)c1c(S(=O)(=O)Nc2ccc(F)cc2Cl)c(C)n(C)c1C	-32	32	-16	-3	-11	-3.3	16	0	-9	0
O=C(NCCCCNC(=O)c1cccs1)c1cccs1	-11	11	2	0	5	0.8	·	-1	10	-1
Cn1/c(=N\NC(=O)c2ccccc2Cl)sc2ccccc21	3	-3	0	-4	3	0.1	-14	-4	41	-22
CCOc1ccc(C(=O)C[n+]2ccc(C(=O)NCc3ccccc3)cc2)cc1	-13	13	-11	-1	-7	-2.4	33	0	-8	7
CC12CCC3c4ccc(OCC(=O)O)cc4CCC3C1CCC2=O (configuration not stated)	-17	17	-21	·	3	0.5	·	-1	2	-9
Cc1ccc(-n2c(C)c3c(C)nnc(C)c3c2C)cc1C	-1	1	6	-4	-10	-0.9	13	12	·	27
